Screening data from PubChem.
OPRM1-OPRD1 inv: mu-delta opioid heterodimer inverse agonism. P35372+P41143. inhibition, % at 9.3 µM. 340,000 tested, 0.21% active. cell-based MOR-DOR heterodimer luminescence; in the data active = inhibition above about 22%, passing the limit was not always enough;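 also: 0% = cells with DMSO and 100% = wells without cells with DMSO; values of inactives mirror those of a sister screen read the other way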
Target sequence (P35372 whole entry, looked up): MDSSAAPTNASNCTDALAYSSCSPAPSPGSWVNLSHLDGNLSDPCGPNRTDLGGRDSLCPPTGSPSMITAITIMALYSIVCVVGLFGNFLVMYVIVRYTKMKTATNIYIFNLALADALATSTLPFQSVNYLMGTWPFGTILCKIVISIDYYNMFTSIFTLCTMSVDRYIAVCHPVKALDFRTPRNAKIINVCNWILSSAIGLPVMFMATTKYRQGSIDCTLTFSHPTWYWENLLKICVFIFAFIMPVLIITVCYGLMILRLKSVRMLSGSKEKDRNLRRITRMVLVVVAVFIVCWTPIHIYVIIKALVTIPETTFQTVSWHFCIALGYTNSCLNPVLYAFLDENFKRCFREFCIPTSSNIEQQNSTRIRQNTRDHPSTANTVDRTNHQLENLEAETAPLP
Target sequence (P41143 whole entry, looked up): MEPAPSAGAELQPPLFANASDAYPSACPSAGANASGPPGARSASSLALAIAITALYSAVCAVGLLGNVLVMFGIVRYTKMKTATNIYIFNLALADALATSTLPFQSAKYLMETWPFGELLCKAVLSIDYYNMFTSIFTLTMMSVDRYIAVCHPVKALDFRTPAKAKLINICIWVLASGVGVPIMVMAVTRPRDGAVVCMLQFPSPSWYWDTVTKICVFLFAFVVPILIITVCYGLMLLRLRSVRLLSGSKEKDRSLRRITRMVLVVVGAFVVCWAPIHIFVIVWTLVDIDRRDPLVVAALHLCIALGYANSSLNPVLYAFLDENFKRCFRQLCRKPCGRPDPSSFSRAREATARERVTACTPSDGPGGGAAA
Tat transport: inhibitors of E. coli Tat protein transport; AID 488895; 340,000 tested, 0.036% active; E. coli MC4100 TorA-mCherry Tat export, fluorescence; inhibition, % at 10 µM;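 active = mean replicate inhibition at least 50% and at least half of replicates individually reaching 50%; inconclusive = only one of the two criteria met; inactive = neither criterion met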;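 also: exported cargo escapes ClpAP degradation while cytoplasmic cargo is degraded and loses fluorescence; 0% = median of neutral control wells and 100% = median of NaSCN control wells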
Ecoli viability: reduces bacterial viability in AddAB counter-screen | E. coli V3065 growth, OD600 absorbance, 18 h | inhibition, % at 11.9 µM | 330,000 tested, 0.27% active | AID 449728;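 active = inhibition above the campaign's mean inhibition across all tested compounds plus 3 SD, cut at about 9.9% in these data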;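 also: uninfected addAB+ strain grown without phage in ampicillin broth; 0% = DMSO wells and 100% = ciprofloxacin 0.95 µg/ml wells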
OPRM1-OPRD1 ag: agonists of human mu-delta opioid receptor heterodimerization; P35372+P41143; cells, OPRM1-OPRD1 heterodimerization, luminescence; activation, % at 9.3 µM; 340,000 tested, 0.3% active; AID 504326; in the data active = activation above about 18%;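 also: 0% = vehicle-treated cells and 100% = reference agonist; values of inactives mirror those of a sister screen read the other way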
PfHsp90 yeast 2: inhibits growth of yeast expressing Plasmodium falciparum Hsp90. inhibition, % at 9.4 µM. AID 504621. S. cerevisiae expressing PfHsp90, BacTiter-Glo ATP, 48 h; yeast lacking PDR1 and PDR3 efflux regulators. 310,000 tested, 0.32% active;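 active = every replicate shows inhibition above about 80%, whatever the replicate mean, limit read from the data; inconclusive = mean inhibition reaches the set limit but some replicate falls short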;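 also: 0% = DMSO neutral controls and 100% = 20 µM radicicol positive controls; yeast relying on Plasmodium falciparum Hsp90 in place of its own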
PKA-R1A activ: PKA-R1A complex activation | PKA-R1A dissociation, Cy5-IP20 fluorescence polarization; scaled: DMSO 0%, 113 µM cGMP 100% | activation, % at 11.4 µM | 340,000 tested, 0.083% active;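 active = percent activation above the mean of all tested compounds plus 3 SD, cut at about 19% in these data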;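 also: higher means more PKAc released from R1A so a rise in polarization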
Arrestin-AP2 inh: inhibitors of human beta-arrestin and AP2 interaction; FITC-arrestin peptide / GST-AP2 beads, flow cytometry; AP2 beta2 appendage carries R879A mutation; inhibition, % at 10 µM; 340,000 tested, 0.31% active;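 active = inhibition above a set limit, near 3 SD of compounds lacking own fluorescence, cut at about 54% in these data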;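 also: plate controls were DMSO wells for no effect and 5 µM unlabelled arrestin peptide for full effect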
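Measured by: flow cytometry, FL1 (488/535 nm); Material: AP2 appendage R879A on GSH beads; Evaluation: percent response; Timing: pre-incubation 12 min, peptide binding 1 h, room temperature; Also added: 50 nM FITC-arrestin peptide; Medium: PBS with 0.05% Tween 20 and 0.1% BSA.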
phage Ecoli inh: E. coli growth loss with phage present; growth absorbance; inhibition, % at 11.9 µM; 360,000 tested, 0.26% active; AID 651602; in the data active = inhibition above about 11%
DSG3 Ab inh: inhibitors of pemphigus antibody binding to human desmoglein-3 | 310,000 tested, 0.48% active | binding (percent of control), % at 10 µM | P32926 | AID 588358 | DSG3-coupled beads, scFv-anti-DSG3-GFP binding, flow cytometry; active compounds read low;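 active = binding more than 3 SD below its plate's average and above zero; inconclusive = below that plate limit but binding exactly zero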;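 also: hits lower antibody fragment binding to DSG3; some compounds called inactive have numbers as strong as hits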
SUMO Mot1 rescue: SUMOylation pathway inhibition by Mot1-301 growth rescue. 320,000 tested, 1% active. S. cerevisiae Mot1-301 growth rescue, ATP luminescence, 38.5C; percent above DMSO median, 100 means doubled. growth rescue, % at 18.8 µM;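 active = every valid replicate shows activation above 250% relative to neutral control wells; inactive = the rest, any valid replicate at or below 250%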;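 also: OY570 slx delta 5 strain wells were the positive control but not used for scaling; some compounds called inactive have numbers as strong as hits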
AddAB inh: less growth of phage-infected E. coli with AddAB; AID 435030; inhibition, % at 11.9 µM; E. coli expressing H. pylori AddAB, absorbance growth; 330,000 tested, 0.29% active; in the data active = inhibition above about 12%;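 also: 0% = vehicle wells of infected cells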
An asterisk follows results filed as active; u = inconclusive; x = not tested or not shown.

SMILES	OPRM1-OPRD1 inv	Tat transport	Ecoli viability	OPRM1-OPRD1 ag	PfHsp90 yeast 2	PKA-R1A activ	Arrestin-AP2 inh	phage Ecoli inh	DSG3 Ab inh	SUMO Mot1 rescue	AddAB inh
CCOc1ccc(NC(=O)CCC(=O)NNC(=O)COc2ccccc2C)cc1	x	-1	1.4	x	-56	x	-3	3.8	102	-6	1.8
COc1cc(NC(=O)CCN2CCN(c3ccccc3F)CC2)cc(OC)c1	-4	-8	-1.4	0.6	-12	-15	35	-1.4	100	582	0.5
O=C(/C=C/c1ccc(Cl)cc1)NCCc1ccccc1	16	3	-1.2	-3.2	6	3	10	3.1	101	9	3.4
CNC(=O)CN(c1cc(OCCOC)c(Cl)cc1Cl)S(=O)(=O)c1ccc(OC)cc1	2	-2	1.2	-0.3	4	-2	1	1.9	104	-1	2.3
CCCOC(=O)c1c(NC(=O)CCC(=O)O)sc2c1CCCCC2	4	7	-1.2	-0.7	2	-6	44	4.6	95	3	1.6
CCCC1NC(C(=O)O)Cc2c1[nH]c1ccccc21 (stereo unspecified)	21	2	x	-4.5	-19	-3	8	2.4	97	225	x
Cn1c(=O)cc(OCC(=O)NCCc2ccc(Cl)cc2)c2ccccc21	6	-4	1.3	-1.1	-19	2	3	3.7	95	-8	4.8
CSc1nc2ccc(NC(=O)C3CCCO3)cc2s1 (stereo unspecified)	11	1	-0.5	-2.0	-8	-5	-9	2.2	98	409	3.0
O=C(O)C1C2CCC(O2)C1C(=O)Nc1ccc(F)cc1 (stereo unspecified)	3	-12	0.4	-0.5	-6	0	7	3.5	94	-7	-0.5
CNCCC=C1c2ccccc2C=Cc2ccccc21	9	6	0.0	-1.6	-10	-14	-3	4.9	112	5	-1.8
CCc1nnc(NC(=O)c2ccc(Br)o2)s1	13	-7	-0.2	-2.7	-3	2	5	0.2	100	141	5.3
Cn1c(=O)n(C)c2cc(C(N)=O)ccc21	18	-10	-0.9	-3.1	-5	4	1	3.0	102	-9	-1.7
O=S(=O)(Nc1ccc(O)c(Sc2nc3ccccc3s2)c1)c1ccc(F)cc1	3	-2	-0.7	-0.7	-3	2	2	2.0	78	-9	2.3
CC(C)N1C(=O)CCC1C(=O)NCCc1ccccc1 (stereo unspecified)	2	13	1.2	-0.3	9	-2	-4	0.3	96	-25	-0.9
Cc1ccc(CNn2cnnc2SCC(=O)NC(C)(C)C)cc1	14	-2	-0.9	-2.4	x	-3	4	1.5	92	175	1.9
CC(=O)Oc1ccc2c(C)cc(=O)oc2c1C(=O)c1ccccc1	10	0	-0.4	-2.0	-31	-3	8	1.2	80	19	-1.0
NC(=S)n1[nH]c(-c2ccc([N+](=O)[O-])cc2)c(N=Nc2ccc(Cl)cc2)c1=O	3	-6	x	-0.5	3	-3	0	x	85	x	x
O=C(O/N=C1\CCS(=O)(=O)c2sccc21)c1ccc(F)cc1	1	-10	1.2	-0.2	-12	-8	30	2.4	99	-9	-1.1
CN(Cc1ccccc1)C(=O)Nc1ccccc1	7	-1	2.4	-1.3	x	-8	39	5.1	86	-9	1.1
C=CCn1c(-c2cccnc2)n[nH]c1=S	7	1	0.0	-1.4	-52	-4	0	5.2	96	7	1.5
CC1CCC2(CC1)NC(=S)N(c1ccccc1)N2 (stereo unspecified)	21	4	-4.0	-3.6	5	19*	3	2.2	111	107	-1.4
CCOc1ccc(-n2ccc(=O)c(C(=O)Nc3ccc(S(=O)(=O)Nc4ncccn4)cc3)n2)cc1	16	2	-3.4	-3.3	-22	-5	-6	2.6	96	10	3.9
CC(=O)Nc1cc(ON=C(C)C)cc([N+](=O)[O-])c1	-3	-2	-1.3	0.5	4	4	31	3.7	125	-1	0.9
O=C(CC1(CC(=O)N2CCOCC2)CCCC1)Nc1ccc(F)cc1	15	-8	0.9	-2.8	15	-12	4	1.9	126	11	-0.2
CCOc1ccc(NC2CCN(C(C)=O)CC2)cc1	3	0	-1.5	-0.5	1	1	-2	2.8	108	-1	-3.1

3 entries from above, ordered by their value in SUMO Mot1 rescue, smallest number first:
molecule | SUMO Mot1 rescue
CC(C)N1C(=O)CCC1C(=O)NCCc1ccccc1 (stereo unspecified) | -25
O=S(=O)(Nc1ccc(O)c(Sc2nc3ccccc3s2)c1)c1ccc(F)cc1 | -9
CSc1nc2ccc(NC(=O)C3CCCO3)cc2s1 (stereo unspecified) | 409

The results go on.
SMILES	OPRM1-OPRD1 inv	Tat transport	Ecoli viability	OPRM1-OPRD1 ag	PfHsp90 yeast 2	PKA-R1A activ	Arrestin-AP2 inh	phage Ecoli inh	DSG3 Ab inh	SUMO Mot1 rescue	AddAB inh
O=C(c1cc(COc2ccc(F)cc2Cl)on1)N1CCCCC1c1cccnc1 (stereo unspecified)	7	5	1.4	-1.4	21	-11	22	1.0	109	7	2.9
CCCCCCCC(=O)Nc1cc(C(=O)NCc2ccc(C)cc2)ccc1N1CCC2(CC1)CC(c1ccccc1)=NO2	15	-2	4.5	-2.7	-10	-6	-3	-0.3	x	-3	3.1
Cc1ccccc1OC(C)C(=O)NC1CCCC1 (stereo unspecified)	12	5	1.2	-2.1	-19	-5	-2	0.5	98	-2	2.4
CC(=O)c1ccc(OCC(=O)OC(C)C(=O)NC2CCCCC2C)cc1 (stereo unspecified)	1	-5	2.1	-0.3	1	-15	-7	-1.6	95	1	1.7
CC1Cc2ccccc2N1C(=O)CCS(=O)(=O)c1cccc2nonc12 (stereo unspecified)	0	-8	3.1	0.0	-28	1	11	-1.7	101	x	2.5
COc1ccccc1CN(Cc1nc2ccccc2c(=O)[nH]1)C(=O)Nc1ccccc1	-1	0	-0.3	0.2	26	2	-3	-0.2	97	-18	0.2
Cc1ccc(S(=O)(=O)N2CCCC(C(=O)Nc3ccc(NC(=O)c4ccccn4)cc3)C2)cc1 (stereo unspecified)	-4	-9	-0.5	0.8	9	11	34	1.5	100	14	-0.3
COc1ccc(CCN=C(N)NS(=O)(=O)c2ccccc2)cc1	2	-17	-3.0	-0.5	0	2	7	0.7	70	-5	2.4
Cc1ccc(-c2csc(NC(=O)c3c(C)noc3C)n2)cc1C	-2	-5	3.2	0.5	-18	-3	15	-0.1	110	172	0.2
COc1ccc(NC(=O)Nc2cc(C(C)(C)C)on2)cc1OC	-4	5	2.3	1.1	7	-1	-4	1.7	108	-1	-0.4
CCCCN1C(=O)C(O)=C(C(C)=O)C1c1ccccc1[N+](=O)[O-] (stereo unspecified)	9	0	-0.8	-1.2	11	5	-4	3.0	107	-21	3.4
Cc1nc(S(=O)(=O)c2ccc(Cl)cc2)nc2c1CCC2	14	-5	1.7	-2.4	-3	0	-1	2.2	103	88	0.8
CCOC(=O)NC(=O)C(=CNc1cccc(C)c1)C(=O)NC(=O)OCC	16	-3	2.1	-3.2	-12	-2	5	2.5	84	9	1.0
O=C(CCN1C(=O)COc2ccccc21)NCCCN1CCc2ccccc2C1	-47	2	-1.5	8.2	x	7	30	0.6	121	-7	0.4
Cc1ccc(C)c(N2CCN(S(=O)(=O)c3ccc4c(c3)CC(=O)N4C)CC2)c1	14	7	0.2	-2.7	-141	-6	-7	2.6	99	-17	-0.3
CC(=O)Oc1ccc2c(c1)OC(c1ccccc1)CC21CC(C)(C)NC(=S)N1 (stereo unspecified)	2	u	-0.1	-0.4	4	-7	-2	1.6	97	47	1.0
CCOC(=O)c1c(C(F)(F)F)nc2ncccn12	20	-3	-0.7	-3.8	0	-12	-8	-0.6	108	-5	-0.5
CCOC(=O)c1c(N)sc(C(C)=O)c1C	11	-6	0.0	-1.9	x	-4	-9	2.2	x	0	0.2
O=C(O)CCc1ccc(-c2ccc(Br)cc2)o1	3	-7	-0.2	-0.5	x	8	13	-1.9	112	1	1.9
O=C(Nc1ccc(OC(F)(F)F)cc1)c1[nH]ncc1[N+](=O)[O-]	8	0	4.0	-1.5	-2	-16	16	2.0	99	13	4.0
Cc1ccc(NC(=O)Cn2ccc([N+](=O)[O-])n2)cc1Cl	2	-4	0.4	-0.4	-12	-4	-7	-1.6	104	0	-1.2
Cc1cccn2c(=O)c(/C=C(\C#N)S(=O)(=O)c3ccccc3)c(N3CCN(Cc4ccccc4)CC3)nc12	3	4	-0.6	-0.6	-26	-8	-5	0.4	100	0	2.5
COc1ccccc1C(=O)OCC(=O)c1cccc([N+](=O)[O-])c1	19	-3	0.6	-3.6	18	-3	x	4.7	102	-18	2.6
O=C(NC(=O)c1ccccc1Cl)C(=O)Nc1ccc(Cl)cc1	19	-2	-1.5	-3.5	-4	-2	-2	2.3	108	3	-1.2
O=[N+]([O-])c1ccc(O)c(/C=N/n2c(CO)nc3ccccc32)c1	4	7	0.1	-0.8	2	-15	11	-0.6	90	192	2.0
COc1ccc(OC)c(NC(=O)COC(=O)c2ccc(OC)c(S(=O)(=O)N3CCOCC3)c2)c1	-1	-3	-1.9	0.2	12	-3	-4	2.5	102	20	0.3
Cc1cccc(NC(=O)/C(=C\c2cccs2)NC(=O)c2ccccc2)c1	9	-7	0.3	-1.6	5	-12	-1	x	102	-3	1.8
COC(=O)Cc1n[nH]c(=S)[nH]c1=O	1	7	-0.1	-0.1	-18	4	x	0.8	102	13	0.0
O=C(NCCN1CCOCC1)C1CC(=O)N(c2ccc(Cl)cc2)C1 (stereo unspecified)	18	-1	-0.1	-3.4	15	3	-10	2.0	105	-7	2.6
COc1ccccc1C(=O)N1CCN(S(=O)(=O)Cc2ccccc2)CC1	0	-5	1.6	0.0	x	-3	0	3.4	x	-7	-0.8

2 records drawn at random from those above:
SMILES	OPRM1-OPRD1 inv	Tat transport	Ecoli viability	OPRM1-OPRD1 ag	PfHsp90 yeast 2	PKA-R1A activ	Arrestin-AP2 inh	phage Ecoli inh	DSG3 Ab inh	SUMO Mot1 rescue	AddAB inh
Cc1ccc(-c2csc(NC(=O)c3c(C)noc3C)n2)cc1C	-2	-5	3.2	0.5	-18	-3	15	-0.1	110	172	0.2
CC1Cc2ccccc2N1C(=O)CCS(=O)(=O)c1cccc2nonc12 (stereo unspecified)	0	-8	3.1	0.0	-28	1	11	-1.7	101	x	2.5
